Screening results deposited in PubChem BioAssay by several laboratories.
TLR4-MyD88 BLA – TLR4-MyD88 interaction inhibition in cells | HeLa CL3-4 TLR4/MyD88 BLA complementation, FRET ratio | inhibition, % at 8.4 µM | 200,000 tested, 0.18% active | AID 861; in the data active means inhibition above about 25%;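 further: 0% = vehicle and 100% = reference inhibitor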
Target sequence (O00206 whole entry, looked up): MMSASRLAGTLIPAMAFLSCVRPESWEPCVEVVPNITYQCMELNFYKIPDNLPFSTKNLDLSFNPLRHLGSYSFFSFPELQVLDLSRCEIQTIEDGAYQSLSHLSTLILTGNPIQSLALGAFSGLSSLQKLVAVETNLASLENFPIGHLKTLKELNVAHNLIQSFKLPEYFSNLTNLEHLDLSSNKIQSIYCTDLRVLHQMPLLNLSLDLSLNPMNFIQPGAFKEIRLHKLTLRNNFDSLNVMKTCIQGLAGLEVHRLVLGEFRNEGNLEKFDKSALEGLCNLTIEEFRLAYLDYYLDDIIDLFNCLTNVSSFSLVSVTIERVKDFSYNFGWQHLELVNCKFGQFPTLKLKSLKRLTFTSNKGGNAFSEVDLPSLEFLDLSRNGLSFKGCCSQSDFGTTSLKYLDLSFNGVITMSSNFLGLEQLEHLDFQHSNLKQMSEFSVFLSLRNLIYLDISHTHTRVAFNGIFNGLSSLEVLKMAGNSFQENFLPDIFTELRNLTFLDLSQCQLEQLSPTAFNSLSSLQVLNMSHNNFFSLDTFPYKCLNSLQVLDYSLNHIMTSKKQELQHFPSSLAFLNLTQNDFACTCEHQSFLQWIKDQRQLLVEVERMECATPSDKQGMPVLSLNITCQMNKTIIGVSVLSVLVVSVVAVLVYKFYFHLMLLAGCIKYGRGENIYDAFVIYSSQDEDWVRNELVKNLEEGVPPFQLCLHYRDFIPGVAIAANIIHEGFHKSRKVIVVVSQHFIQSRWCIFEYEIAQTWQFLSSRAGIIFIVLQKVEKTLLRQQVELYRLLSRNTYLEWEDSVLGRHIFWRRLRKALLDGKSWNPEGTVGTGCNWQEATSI
Target sequence (Q99836 whole entry, looked up): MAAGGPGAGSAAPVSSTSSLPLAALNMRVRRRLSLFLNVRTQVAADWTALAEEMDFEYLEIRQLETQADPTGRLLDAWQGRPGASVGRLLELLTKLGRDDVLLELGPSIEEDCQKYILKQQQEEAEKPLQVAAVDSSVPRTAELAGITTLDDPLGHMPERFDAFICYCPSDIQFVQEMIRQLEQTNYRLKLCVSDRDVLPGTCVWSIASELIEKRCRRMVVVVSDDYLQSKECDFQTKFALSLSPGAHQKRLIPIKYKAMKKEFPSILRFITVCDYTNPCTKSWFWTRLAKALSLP
STAT3 act – increases IL-6 driven STAT3 reporter signal; U3A cells, IL-6 STAT3-luciferase reporter, luminescence; 100% = signal with IL-6 EC80 alone; activation (% of control), % at 5.6 µM; 190,000 tested, 0.91% active; AID 871;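 active means activation above the screen-wide mean of compound activation plus 3 SD, cut at about 130% in these data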;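 further: 0% = background luminescence of wells with medium and substrate only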
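Material: STAT3-luciferase reporter U3A cells. Controls: IL-6-treated wells, 100% activation. Read-out: % activation versus median of IL-6-stimulated wells. Probe or stimulus: IL-6 stimulus at 33 ng/mL final. Timing: compound 1 h, then IL-6 6 h at 37 °C. Signal: reporter luminescence signal.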
G6PDH CS – counter-screen for G6PDH assay hits: L. mesenteroides G6PDH inhibition; Purified L. mesenteroides G6PDH, diaphorase/resazurin coupled fluorescence, 45 min; inhibition, % at 5 µM; 200,000 tested, 0.12% active; in the data active means inhibition above about 50%
APP 5UTR inh – APP translation inhibition | SH-SY5Y APP 5'UTR-luciferase reporter, luminescence | inhibition, % at 2 µM | 190,000 tested, 0.82% active | AID 1285;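 active means inhibition above a set limit, derived from the sample mean plus 3 SD, cut at about 45% in these data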; further: values of inactives mirror those of a sister screen read the other way
STAT3 inh – inhibitors of IL-6 induced STAT3 signaling | U3A cells, IL-6 STAT3-luciferase reporter, luminescence; host cell line lacks STAT1 | inhibition, % at 5.5 µM | 190,000 tested, 0.89% active;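 active means inhibition above the mean inhibition across all screened compounds plus 3 SD, cut at about 44% in these data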;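 further: 0% = DMSO only wells and 100% = 100 µM nifuroxazide control wells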
STAT1 act – activators of IFN-gamma induced STAT1 signaling; AID 932; 200,000 tested, 2.6% active; activation (% of control), % at 5.5 µM; NIH 3T3 STAT1-luciferase reporter, luminescence; 100% = IFN-gamma alone, no compound;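 active means activation above the screen-wide mean activation plus 3 SD, cut at about 130% in these data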;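 further: raw ratio to IFN-gamma control signal so 100% means no change and 0% no light; values of inactives mirror those of a sister screen read the other way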
Diaphorase act – counter-screen for diaphorase-based assays: diaphorase activators and chemical reducers; Diaphorase/resazurin coupled assay, resorufin fluorescence, 16 min; stronger effect = higher value; 1 = vehicle wells, 0 = NADH-free wells; activation factor at 20 µM; 190,000 tested, 0.005% active;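 active means diaphorase activity raised at least twofold by the compound at 20 µM; inactive means activation factor below 2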
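Material: Clostridium kluyveri diaphorase, purified enzyme; Quantity: enzyme 0.07 U/mL final; Medium: HEPES pH 7.4 buffer with MgCl2 and Tween 20; Dosing: single compound dose of 20 µM, 1% DMSO final; Schedule: 16 min reaction at room temperature; Measured by: red resorufin fluorescence at 544/590 nm excitation/emission.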
Diaphorase inh – counter-screen for diaphorase-based assays: diaphorase inhibitors and chemical oxidizers; diaphorase resazurin-to-resorufin fluorescence, NADH, 16 min; bacterial (C. kluyveri) enzyme, not human; inhibition, % at 20 µM; 190,000 tested, 0.69% active;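 active means primary screen inhibition at 20 µM above a set limit, cut at about 50% in these data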;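 further: plate controls were DMSO with full reaction for no effect and wells lacking NADH for full effect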
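Assay system – diaphorase enzyme from Clostridium kluyveri · Amount – diaphorase 0.14 U/mL (working solution) · Times – reaction incubation of 16 min at room temperature · Controls – No-NADH positive control and DMSO neutral control · Signal – resorufin fluorescence 544/590 nm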
STAT1 inh – reduces IFN-gamma driven STAT1 reporter signal; NIH 3T3 STAT1-luciferase reporter, luminescence; inhibition, % at 5.5 µM; 200,000 tested, 0.35% active; AID 920;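 active means inhibition above a set limit, the mean inhibition across all tested compounds plus 3 SD, cut at about 34% in these data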;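 further: 0% = IFN-gamma with DMSO and 100% = IFN-gamma with 300 µM nifuroxazide; values of inactives mirror those of a sister screen read the other way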
Hsp70 activator – transcriptional activators of Hsp70. 200,000 tested, 0.04% active. HeLa Hsp70 promoter luciferase reporter, luminescence; scaled: vehicle 0, proteasome-inhibitor control 100%. AID 1203. activation, % at 10 µM;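 active means activation above the mean across all tested compounds plus 3 SD, cutoff set per campaign, cut at about 5.5% in these data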;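 further: 100% = MG132 at 30 µM as the positive control and 0% = DMSO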
Starred values were filed as active, the others as inactive.

SMILES | TLR4-MyD88 BLA | STAT3 act | G6PDH CS | APP 5UTR inh | STAT3 inh | STAT1 act | Diaphorase act | Diaphorase inh | STAT1 inh | Hsp70 activator
COc1ccc(C2Nc3ccc(Br)cc3C(c3ccccc3)N2CC(=O)O)cc1 (centres undefined) | 7 | 102 | 2 | -1 | 6 | 106 | 0.9 | 8 | -7 | -0.1
CC1Oc2ccccc2N(CC(=O)N2CCc3ccccc32)C1=O (centres undefined) | -18 | 88 | 8 | -19 | 16 | 94 | 0.8 | 23 | 6 | -0.2
Cc1noc(C)c1S(=O)(=O)N1CCCC(C(=O)NCCc2ccc(Cl)cc2)C1 (centres undefined) | 3 | 108 | 1 | 1 | -10 | 106 | 0.9 | 8 | -6 | -0.4
CCCOc1ccc(Cc2c(Cl)nc(SC)nc2NC)cc1 | 6 | 71 | -7 | 15 | 36 | 84 | 0.8 | 16 | 18 | -0.4
Cc1nnsc1NC(=O)OCC(C)C | -8 | 95 | -1 | -5 | 11 | 103 | 0.9 | 11 | -3 | -0.1
CCOc1ccccc1NC(=O)COC(=O)Cc1ccc(-c2ccccc2)cc1 | 8 | 105 | -12 | 2 | 0 | 105 | 0.8 | 16 | -5 | -0.5
O=C1CC(c2ccco2)Sc2nc3ccccc3n21 (centres undefined) | 4 | 119 | 12 | -13 | -21 | 122 | 0.5 | 51* | -24 | 0.0
O=C(O)CC(NC(=O)Cc1ccc([N+](=O)[O-])cc1)c1ccc2c(c1)OCO2 (centres undefined) | 4 | 100 | 4 | 8 | 11 | 99 | 1 | 3 | 1 | 0.1
O=C(Cn1c(=O)oc2ccccc21)Nc1nnc(N2CCCCCC2)s1 | -8 | 97 | 3 | 24 | 13 | 108 | 0.9 | 15 | -8 | 0.3
O=Cc1cc([N+](=O)[O-])ccc1N1CCOCC1 | 4 | 91 | 7 | 11 | 18 | 86 | 0.9 | 8 | 15 | -0.3
CCOC(=O)c1c(NC(=O)COc2cccc3c2CCN(Cc2ccc(F)cc2)C3=O)sc2c1CCC2 | -4 | 103 | -3 | 17 | -9 | 99 | 0.9 | 9 | 1 | -0.4
O=C(NCC1CCCO1)c1cccc(Oc2ccc([N+](=O)[O-])cc2Cl)c1 (centres undefined) | 7 | 95 | 4 | 21 | 9 | 99 | 1.1 | -10 | -1 | -0.2
Cc1ccc(C(=O)CSc2nc3ccccc3c(=O)[nH]2)cc1 | -7 | 107 | 1 | -24 | -1 | 101 | 0.8 | 21 | -1 | 0.4
COc1ccc(NC(=O)N2CCN(S(C)(=O)=O)CC2)cc1OC | -6 | 101 | 3 | 26 | 6 | 98 | 0.9 | 12 | 1 | 0.0
c1ccc(-c2nnc3sc(-c4cc5ccccc5o4)nn23)cc1 | 5 | 84 | -66 | -28 | 22 | 112 | 0.7 | 27 | -13 | 0.0
NC(=O)COc1ncn(-c2ccccc2)n1 | 3 | 100 | 6 | -10 | 7 | 103 | 0.9 | 13 | -3 | -0.5
COc1ccc2nc(Nc3nc(C)c(CCC(C)C)c(=O)[nH]3)nc(C)c2c1 | 7 | 79 | 1 | -1 | 28 | 105 | 1 | 3 | -3 | 0.5
Clc1cccc(CNCCNCc2cccc(Cl)c2)c1 | 4 | 102 | 7 | -21 | -1 | 96 | 0.9 | 10 | 4 | -0.2
O=C(O)CCCN=C1NC2(CCCC2)Cc2ccccc21 | -7 | 103 | 1 | -4 | 0 | 84 | 1 | 0 | 12 | 0.2
CSCC[C@H](NC(=O)OC(C)(C)C)C(=O)N/N=C/c1cc2ccc(C)cc2nc1Cl | -2 | 104 | -10 | -8 | -5 | 104 | 0.9 | 11 | -4 | -0.3
O=C(c1cc2sccc2n1Cc1ccc(F)cc1)N1CCN(c2nc3ccccc3s2)CC1 | 6 | 62 | -8 | 2 | 47* | 89 | 0.9 | 12 | 22 | -0.1
Cc1cc(OCC(=O)Nc2nnc(C3CC3)s2)ccc1[N+](=O)[O-] | 4 | 99 | 9 | 11 | 3 | 96 | 0.9 | 11 | 2 | -0.3
Nc1c(C(=O)NCc2ccccc2)c2nc3ccccc3nc2n1-c1ccc2c(c1)OCO2 | -43 | 85 | -22 | -6 | 20 | 107 | 0.8 | 18 | -7 | -0.1
COc1ccc([N+](=O)[O-])cc1NS(=O)(=O)c1ccc(Cl)c(C(=O)Nc2sc3c(c2C#N)CCCCC3)c1 | 2 | 98 | 16 | 9 | 4 | 93 | 1 | 5 | 7 | 0.6
COC(=O)CN1C(=S)N(C)C(=O)C1CC(=O)Nc1ccccc1 (centres undefined) | -6 | 104 | 1 | -4 | -4 | 102 | 1 | 4 | -3 | -0.1
N#Cc1ccsc1NC(=O)CN1CCN(S(=O)(=O)c2cc(Cl)ccc2Cl)CC1 | -1 | 98 | 3 | 3 | 6 | 93 | 0.9 | 7 | 8 | -0.2
O=[N+]([O-])c1ccc(-c2ccc(/C=N/Nc3nc(N4CCCC4)nc(N4CCCC4)n3)o2)cc1 | -3 | 102 | -16 | -4 | 3 | 96 | 0.9 | 11 | 2 | 0.0
CCOc1cc2[nH]c(=O)n(CCC(=O)N3CCN(c4ccccc4OC)CC3)c(=O)c2cc1OCC | 7 | 102 | 11 | -1 | 2 | 101 | 0.8 | 20 | -1 | -0.2
Cc1ccc(C(=O)Nc2nccc(-c3cccs3)n2)cc1 | -9 | 83 | 3 | -24 | 24 | 104 | 1 | 3 | -5 | -0.1
O=C(O)c1cc(N/N=C/c2cccs2)ccc1Cl | 4 | 130 | -8 | -152 | -30 | 108 | 0.9 | 8 | -12 | 0.2
COCCN(CCOC)S(=O)(=O)c1ccc(C(=O)NC2CCN(Cc3ccccc3)CC2)cc1 | 7 | 92 | 11 | -16 | 14 | 96 | 0.9 | 6 | 6 | -0.3
CCN(CC)S(=O)(=O)c1ccc2c(c1)c(=O)c(C(=O)NCc1cccs1)cn2C | 1 | 106 | 8 | -5 | -3 | 102 | 0.9 | 8 | -3 | -0.4
CCCCn1c(=O)nc2n(-c3ccccc3)c3ccccc3cc-2c1=O | -2 | 92 | 8 | 0 | 15 | 89 | 1 | -2 | 12 | 0.0
CC(C)(C)NS(=O)(=O)c1ccc(CCC(=O)N2CCCCC2)cc1 | 6 | 99 | -3 | 8 | 5 | 96 | 0.9 | 13 | 5 | -0.3
COc1ccc(/C=C2/C(=O)N=C3SCCN32)cc1 | 5 | 96 | -3 | -13 | 4 | 107 | 0.9 | 12 | -8 | -0.6
O=C(O)c1cnn2c1NC(c1cccs1)CC2C(F)(F)F (centres undefined) | -1 | 100 | 6 | 9 | 5 | 96 | 0.8 | 17 | 4 | 0.2
CC(=O)c1ccc(NS(=O)(=O)c2cccc(C)c2)cc1 | -3 | 111 | -6 | -26 | -10 | 114 | 0.8 | 19 | -20 | -0.1
CN(C)/C=N/c1cc(=O)[nH]c(=O)n1CC1CC1 | -15 | 103 | 11 | -10 | -6 | 99 | 0.9 | 11 | 1 | -0.3
COc1ccc(NC(=O)COC(=O)CNC(=O)C2CCCCC2)cc1 | -4 | 95 | 5 | -10 | 10 | 91 | 1 | -5 | 11 | -0.2
Cc1ccc(-n2c(-c3cn(C)nc3C)n[nH]c2=S)cc1 | 11 | 94 | -3 | 3 | 13 | 103 | 0.9 | 12 | -5 | -0.3
Cc1cc(C(=O)OCC(=O)NC(=O)NC(C)(C)C)c(C)o1 | 18 | 100 | 6 | 17 | 6 | 100 | 0.8 | 17 | 0 | 0.3
O=C(CSc1ccccc1Cl)c1ccco1 | -9 | 90 | 3 | -4 | 14 | 110 | 0.9 | 14 | -10 | -0.1
CCOC(=O)c1ccc(CSc2nnc(N)s2)cc1 | -3 | 103 | 0 | -41 | 1 | 98 | 0.9 | 12 | 2 | 0.1
C=CCn1c(SCCOc2ccc(OC)cc2)nnc1C(C)NC(=O)Cc1ccc(OC)cc1 (centres undefined) | -5 | 92 | 22 | -1 | 11 | 93 | 1 | 0 | 8 | -0.2
Cc1cccc(NS(=O)(=O)c2cccs2)n1 | -2 | 100 | 4 | -21 | 4 | 93 | 0.9 | 7 | 7 | 0.1
Cn1c(-c2ccccc2)cnc1NCc1cc2c(cc1[N+](=O)[O-])OCO2 | -5 | 95 | -3 | -7 | 5 | 104 | 1 | 3 | -5 | -0.4
COc1cccc(CC2(CO)CCCN(Cc3cn[nH]c3-c3ccccc3)C2)c1 (centres undefined) | -18 | 93 | 5 | -9 | 13 | 94 | 1 | -4 | 4 | -0.3
COc1ccc(C(=O)O/N=C(\N)c2ccccc2)c(OC)c1 | 9 | 38 | 2 | -188 | 76* | 68 | 1 | 0 | 34* | -0.2
O=C(Nc1ccc(N2CCOCC2)cc1)c1cccc(S(=O)(=O)N2CCC(Cc3ccccc3)CC2)c1 | 3 | 95 | 2 | 2 | 7 | 105 | 0.8 | 20 | -5 | -0.1
CC(=O)Nc1sc2c(c1C(c1ccccn1)N1CCCC1)CCCC2 (centres undefined) | -10 | 105 | 8 | -1 | -3 | 101 | 0.9 | 13 | -2 | 0.0
CN(C)CCCNC(=O)COc1ccc(Br)cc1Cl | -4 | 102 | 4 | 10 | 0 | 107 | 1 | 4 | -8 | -0.1
CCOC(=O)c1c(C)sc2c1N(C(=O)CCl)c1cc(Cl)ccc1S2 | 15 | 83 | 3 | -2 | 23 | 67 | 0.6 | 40 | 36* | -0.1
Cc1[nH]c2ccccc2c1/C=C(/C#N)C(=O)NC(C)C | -13 | 99 | 10 | -2 | 7 | 111 | 0.8 | 16 | -12 | 0.0
C=C1C2(C(=O)NCc3ccco3)CCC(C2)C1(C)C (centres undefined) | 0 | 103 | -19 | 9 | -4 | 104 | 0.7 | 25 | -5 | 0.1
Cc1cccc(-n2c(C)cc(C=C3C(=O)c4ccccc4C3=O)c2C)c1 | 18 | 95 | 5 | -6 | 16 | 101 | 0.7 | 34 | -1 | 0.1

Grouped by structure, the entries above containing a cyano group.
SMILES | TLR4-MyD88 BLA | STAT3 act | G6PDH CS | APP 5UTR inh | STAT3 inh | STAT1 act | Diaphorase act | Diaphorase inh | STAT1 inh | Hsp70 activator
COc1ccc([N+](=O)[O-])cc1NS(=O)(=O)c1ccc(Cl)c(C(=O)Nc2sc3c(c2C#N)CCCCC3)c1 | 2 | 98 | 16 | 9 | 4 | 93 | 1 | 5 | 7 | 0.6
N#Cc1ccsc1NC(=O)CN1CCN(S(=O)(=O)c2cc(Cl)ccc2Cl)CC1 | -1 | 98 | 3 | 3 | 6 | 93 | 0.9 | 7 | 8 | -0.2
Cc1[nH]c2ccccc2c1/C=C(/C#N)C(=O)NC(C)C | -13 | 99 | 10 | -2 | 7 | 111 | 0.8 | 16 | -12 | 0.0

The order is random; 6.1% or so of the library scored in one or more.
